Compound activity as filed in PubChem BioAssay.
FUS suppressor: suppressors of FUS proteinopathy in yeast; S. cerevisiae FUS-expressing, growth rescue, OD600, 24 h; Potency, µM (highest dose often 76.6 µM), for inactives: at the highest dose growth rescue (activation), most hits filed as activators; 390,000 tested, 0.24% active; AID 1347120;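 note: potency is the fitted concentration of half-maximal effect; plate controls were DMSO vehicle for no effect and reference control for full effect; nearly all actives have a fitted effect of over 55% in size; some results filed as inactive show a strong effect at the top dose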
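Read-out: OD at 600 nm after 24hr at 30C, reporting rescue of FUS-induced yeast toxicity. Cells at OD 0.005 in galactose (2%) minimal medium; compounds tested in a dilution series; CP55940 titration from 92uM final as control.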
Abeta rescue: A-beta toxicity reversal in yeast; yeast expressing A-beta42, growth rescue, OD600, 48 h; response scale: 0% DMSO, 100% iron-clioquinol control; Potency, µM (titrated, usually from 46.1 µM), inactives show top-dose growth rescue, hits mostly activators; 410,000 tested, 0.063% active; AID 1347071; note: potency is the fitted concentration of half-maximal effect; nearly all actives have a fitted effect of over 55% in size
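Growth rescue measured by 600 nm absorbance after 48 h yeast culture at 30 C with compound. Values normalized between DMSO and an equimolar ferric chloride plus clioquinol control.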
TDP43 rescue: TDP-43 toxicity inhibition in yeast | 410,000 tested, 1.8% active | TDP-43 expressing yeast growth rescue, BacTiter-Glo, 24 h | AID 652104 | Potency, µM (top dose mostly 46.1 µM), for the others: at the highest dose growth rescue (activation), most hits filed as activators; note: potency is the fitted concentration of half-maximal effect; % of control where 0% means no effect; nearly all actives have a fitted effect of over 50% in size
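Galactose-induced TDP-43 yeast, OD600=0.02, compound pinned; 24 hr, 30 deg C; BacTiter-Glo luminescence for growth. Inhibitors of TDP-43 toxicity read as activators.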
D3 ag: D3 dopamine receptor (human) agonism; P35462; D3R DiscoveRx beta-arrestin cells, luminescence, 90 min; max activation, %; 410,000 tested, 0.58% active; AID 652048; in the data active = max activation above about 30%; note: 0% is about no effect; mostly tested at two doses, the higher about 12 µM
Target sequence (P35462 whole entry, looked up): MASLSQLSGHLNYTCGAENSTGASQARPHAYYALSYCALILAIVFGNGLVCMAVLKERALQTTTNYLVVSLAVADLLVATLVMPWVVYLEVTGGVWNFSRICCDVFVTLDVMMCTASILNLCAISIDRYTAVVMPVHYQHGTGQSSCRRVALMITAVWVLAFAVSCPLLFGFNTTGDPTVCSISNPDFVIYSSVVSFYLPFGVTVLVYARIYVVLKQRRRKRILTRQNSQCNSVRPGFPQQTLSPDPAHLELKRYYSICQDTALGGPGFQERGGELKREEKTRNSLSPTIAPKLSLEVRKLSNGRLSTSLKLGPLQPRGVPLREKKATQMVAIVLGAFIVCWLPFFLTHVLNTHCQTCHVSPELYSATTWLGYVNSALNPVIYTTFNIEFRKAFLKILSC
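Cells at 1500/well, incubated overnight, then treated with pinned compounds (dopamine as control) for 90 min at 37 degrees C. DiscoveRx reagent added for 30 - 60 minutes at room temperature; luminescence read.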
D3 antag: D3 dopamine receptor (human) antagonism; P35462; D3R cells, DiscoveRx beta-arrestin luminescence, antagonist mode; hits give low values; max response, negative = inhibition, %; 360,000 tested, 2.5% active; AID 652054; in the data active = max response below about -50%; inconclusive = no clear call, values can overlap the other calls; note: % is set by controls: 0 for no effect and ±100 for the full control effect; mostly tested at two doses, the higher about 12 µM
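Cells plated overnight at 1500 cells/well, then exposed to library compounds with dopamine controls for 90 minutes at 37 degrees C. DiscoveRx reagent added for 30–60 minutes at room temperature; luminescence read, quantitative HTS format.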
EPAC2 ag: activates human EPAC2 exchange factor | Q8WZA2 | EPAC2 activation, biochemical qHTS; response scale: 100% = 6.5 mM cAMP response | Potency, µM (series often up to 154 µM), inactives show at the top dose activation, hits mostly activators | 360,000 tested, 0.079% active; note: potency is the fitted concentration of half-maximal effect; nearly all actives have a fitted effect of over 50% in size
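Exchange assay: 100 nM EPAC2 with 250 nM Rap1B-BODIPY-GDP and 50 uM GDP. Fluorescence (ex 480/em 540 nm) read every 5 min for 30 min at room temperature. Data normalized to 6.5 mM cAMP as agonist control.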
aSyn yeast inh: rescues yeast growth from alpha-synuclein toxicity; Yeast expressing alpha-synuclein, growth rescue, BacTiter-Glo, 24 h; Potency, µM (series often up to 46.1 µM), inactives show top-dose growth rescue (activation), usual class: activators; 370,000 tested, 0.14% active; note: potency is the fitted concentration of half-maximal effect; % of control where 0% means no effect; nearly all actives have a fitted effect of over 65% in size
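Screening used galactose-induced yeast with toxic alpha-synuclein levels, exposed to compound for 24 hr at 30 deg C. Cell growth, read with BacTiter-Glo luminescence, gave the measured signal.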
EPAC2 antagonist: antagonists of human EPAC2. AID 720708. Q8WZA2. Potency, µM (doses to about 114 µM), for inactives: at the top dose activity, negative = inhibition, actives largely listed as inhibitors. EPAC2 GEF exchange of Rap1B-BODIPY-GDP, fluorescence. 360,000 tested, 0.18% active; note: potency is the fitted concentration of half-maximal effect; % is set by controls: 0 for no effect and ±100 for the full control effect; nearly all actives have a fitted effect of over 45% in size; many of its hits are not listed in these tables
* hit, by the source's call; ? = inconclusive; nt = no result given; & = joins results of further samples; [ ] = another dose, or the depositor's remark. Unless noted, calls come from the whole dose curve; as a rule, active = well fitted curve in the direction sought with a large enough effect; inconclusive = small, poorly fitted or top-dose-only effect, or another doubt; inactive = no such curve, though single readings can be large; an effect the other way counts as inactive or inconclusive. Only part of the results is shown (hit frequency here may not be typical).

SMILES	FUS suppressor	Abeta rescue	TDP43 rescue	D3 ag	D3 antag	EPAC2 ag	aSyn yeast inh	EPAC2 antagonist
COc1cc2c(cc1OC)CN(C(=O)CNC(=O)c1ccc(OC(F)F)cc1)CC2	6%	1%	-7%	4	4	-2%	-1%	-1%
CC(=O)c1cccc(S(=O)(=O)NCC2CCCCC2)c1	9%	10%	-4%	-1	6	5%	-1%	1%
COCCOC(=O)c1c(C)oc2ccc(OC(=O)c3cccs3)cc12	25%	1%	7%	3	27	16%	-10%	-4%
Cn1c(CSCc2ccccc2Cl)nnc1SCC(=O)Nc1nccs1	-1%	17%	31%	11	0	-9%	5%	-4%
CC(=O)NC(CC(=O)NNC(=O)c1cc2ccccc2cc1O)c1ccccc1 (stereo unspecified)	?	11%	17%	4	8	-4%	-1%	-1%
CCCN(C(=O)COC(=O)c1cc(CC)c(C)s1)c1c(N)n(Cc2ccccc2)c(=O)[nH]c1=O	23%	1%	19%	-5	-2	-10%	0%	36%[activator]
O=C(NCCC1=CCCCC1)c1ccc2c(c1)N(Cc1cccc(Cl)c1)C(=O)c1ccccc1S2=O (stereo unspecified)	12%	13%	6%	-23	nt	nt	nt	nt
COc1ccc(S(=O)(=O)N(CC(=O)NCC2CCCO2)c2ccccc2)cc1OC (stereo unspecified)	6%	-6%	-13%	1	-6	2%	-7%	23%
CC(=O)Nc1ccccc1OC(=O)N1CCOCC1	17%	-1%	0%	11	43	12%	-2%	-1%
CCCCn1c(N)c(N(CCOC)C(=O)c2c(CC)noc2C)c(=O)[nH]c1=O	-26%	-16%	5%	0	-7	9%	-2%	2%
O=C1NC(=Nc2ccc(O)cc2)S/C1=C/c1ccco1	25%	13%	2%	7	0	12%	-5%	-9%
CN(C(=O)c1cccc(NC(=O)Cc2ccc([N+](=O)[O-])cc2)c1)C1CCCCC1	?	6%	12%	10	19	11%	2%	-5%
COc1ccc(OCC2NCCc3cc(OC)c(OC)cc32)cc1 (stereo unspecified)	-21%	1%	17%	-2	-6	-1%	0%	-6%
CCCCN(CC)CCNC(=S)Nc1ccc2nc(N3CCN(C)CC3)cc(C)c2c1	2%	6%	6%	-31	?	3%	4%	12%
Cc1c(C(=O)O)oc2ccc(S(=O)(=O)N3CC(C)CC(C)C3)cc12 (stereo unspecified)	4%	-1%	-27%	-7	-14	-3%	-2%	11%
Cc1cc(O)c(C(C)C)cc1NC(=O)c1cccc(Cl)c1	-2%	19%	16%	-2	?	12%	nt	-5%
Cc1ccc(C)c(N=Cc2ccc(-c3ccc([N+](=O)[O-])cc3)o2)c1	?	-9%	-6%	-23	-14	1%	3%	-1%
COc1cc(S(=O)(=O)N2CC(=O)Nc3ccccc32)ccc1NC(C)=O	16%	-3%	-21%	21	10	12%	1%	1%
Cc1cc2cc(CNC(=O)c3ccc(Br)o3)ccc2[nH]1	35%	-29%	-7%	4	0	-2%	-5%	14%
COc1cccc(C(=O)N(Cc2ccco2)c2c(N)n(Cc3ccccc3)c(=O)[nH]c2=O)c1	-17%	-13%	6%	0	0	1%	1%	-2%
Cc1cc(Cl)ccc1NC(=O)CN1C(=O)COc2ccc(S(=O)(=O)N3CCC(C)CC3)cc21	6%	-1%	-9%	-12	nt	nt	nt	nt
Clc1ccc(CSc2ncn(-c3ccccc3)n2)cc1	22%	16%	?	-6	0	?	25%	-1%[57.1 µM]
CCCCn1c(=O)c2c(nc3n2CCCN3Cc2ccccc2)n(C)c1=O	9%	-23%	-2%	-5	-7	7%	-4%	-19%
COC1CCN(Cc2c(C(=O)N3CCc4ccccc4C3)nc3ccc(Cl)cn23)CC1	nt	0%	10%	-9	11	-1%	3%	-1%
COc1ccc(OC)c(S(=O)(=O)N2Cc3ccccc3CC2C(=O)O)c1 (stereo unspecified)	17%	0%	-16%	9	-3	5%	1%	1%
Cc1ccc(S(=O)(=O)N2CCCC2CNC(=O)C(=O)NCc2cccs2)cc1 (stereo unspecified)	3%	10%	-10%	-7	-7	7%	0%	7%
O=C(N/N=C/c1cc(O)ccc1[N+](=O)[O-])c1ccc2c(c1)OCCO2	12%	-4%	-2%	-11	?	-1%	-8%	-7%
CC(=O)c1c(C)nc2nonc2c1N	nt	7%	-1%	-3	0	1%	0%	3%
CN(C)Cc1c(C(=O)N/N=C/C2CC=CCC2)nnn1-c1nonc1N (stereo unspecified)	-2%	2%	-4%	5	7	4%	-2%	5%
COc1cccc(/C=N/Nc2ncc(C)c(=O)[nH]2)c1OC	-22%	9%	5%	4	-1	5%	-3%	5%
COc1ccc(-c2nc3ccccc3s2)cc1NC(C)=O	-10%&-22%	1%&-7%	-3%[9.22 µM]	2&5	4	6%	0%	-1%
C=CCn1c(C)cc(C(=O)COC(=O)CNC(=O)c2ccccc2)c1C	nt	6%	26%	4	29	4%	0%	8%
COc1ccc(S(=O)(=O)N2CCC(C(=O)N3CCc4ccccc4C3)CC2)cc1OC	nt	-1%	0%	-2	-16	-8%	-1%	-4%
CC(=O)NCCc1ccc(C(=O)COC(=O)c2ccco2)cc1	nt	-14%	-10%	-6	0	-3%	-3%	22%
CC1CCCC(NC(=O)COC(=O)[C@@H]2CC(O)CN2S(=O)(=O)c2ccc3c(c2)OCCO3)C1C (stereo partly specified)	5%	-7%	13%	5	-12	7%	9%	-2%
COc1cccc(CNC(=O)C2CCN(Cc3cc4ccccc4n3Cc3ccc(C)cc3)CC2)c1	?	8%	16%	-13	nt	nt	nt	nt
O=C(NCc1ccco1)C(=O)N1CCCC1	2%	-13%	-11%	-10	-5	0%	0%	6%
COc1ccc2cc(C(=O)C3CCCN(C(=O)c4csnn4)C3)ccc2c1 (stereo unspecified)	3%	-1%	nt	3	19	6%	-9%	7%
Cc1cccc(CNC(=O)c2ccc(Cn3c(SCc4cccc(F)c4)nc4cccnc43)cc2)c1	35%	-14%	-5%	-23	nt	nt	nt	nt
COc1cccc(-n2cnc3sc(C)c(C)c3c2=O)c1	nt	0%	9%	7	0	5%	13%	-9%
Cc1sc2ncn(-n3c(C)ccc3C)c(=O)c2c1C	?	9%	12%	-6	4	0%	11%	-6%
O=C1CS/C(=N/N=C\c2ccn[nH]2)N1	13%	10%	-1%	6	16	8%	-8%	-1%
COc1cc(C(=O)Oc2cc(N)n(S(=O)(=O)c3ccc(F)cc3)n2)cc(OC)c1OC	17%	-6%	-21%	-25	-24	10%	-1%	1%
C/C(=N\NC(=S)Nc1ccc(F)cc1)c1ccc2c(c1)OCCO2	nt	1%	?	8	?	21%	-13%	-7%
O=C(COC(=O)c1cccc(N2C(=O)C3CC=CCC3C2=O)c1)c1ccccc1 (stereo unspecified)	22%	0%	6%	4	14	14%	6%	5%
COc1ccc(NC(=O)c2cccnc2Sc2ccccc2)c(OC)c1	23%	1%	-3%	15	-19	7%	1%	-10%
CC(NCc1ccccc1O)C12CC3CC(CC(C3)C1)C2 (stereo unspecified)	-41%	5%	-16%	-17	-3	7%	-3%	17%
Cc1oc2ccc(OC(=O)COc3c(F)c(F)c(F)c(F)c3F)cc2c1C(=O)OC(C)C	1%	-2%	-10%[0.397 µM]	-4	-17	7%	-3%	2%
CCN(Cc1ccncc1)C(=O)CCc1nnc(CCc2ccccc2OC)o1	-20%	-3%	-12%	1	-8	11%	-3%	8%[57.1 µM]
Cc1ccc(C2(C)NC(=O)N(CC(=O)N3CC(=O)Nc4ccccc43)C2=O)cc1 (stereo unspecified)	-13%	3%	-2%	12	18	3%	-1%	7%
COc1ccc(C(C(=O)NCc2ccccc2)N(C(=O)Cn2nnc3ccccc32)c2cccc(OC)c2)cc1 (stereo unspecified)	-18%	-5%	12%	9	nt	nt	nt	nt
CC1(C)OCC(C2CC(c3ccccc3)NS(=O)(=O)O2)O1 (stereo unspecified)	-10%	2%	5%	-8	-5	5%	4%	?
CC(O)Cn1nc([N+](=O)[O-])nc1N (stereo unspecified)	6%	9%	0%	-3	28	-10%	0%	1%
CCOC(=O)c1cccc(NC(=O)c2cnc3ccccc3n2)c1	1%	-10%	?	-8	62	?	-11%	13%
CCN1C(=NCCCOC(C)C)N[C@@H](c2ccccc2)[C@H](C(=O)OC)[C@H]1C	-8%	-3%	-10%	-12	7	13%	0%	-1%
CCN(CC)S(=O)(=O)c1ccc2[nH]cc(C(=O)NCCN3CCCCCC3)c(=O)c2c1	nt	13%	23%	-3	-7	-3%	4%	13%
CC(=O)c1ccc(NC(=O)Nc2ncn(Cc3cccc(C)c3)n2)cc1	46%	3%	-16%	8	36	-13%	1%	-1%
COCc1cc(=O)[nH]c(Nc2nc3ccc(C)cc3o2)n1	-13%	?	-5%	-4	-23	24%	11%	8%
Cc1cccc(Nc2nc(-c3cccs3)cs2)n1	6%	-28%	?	-9	0	11%	-27%	-12%
COc1ccc(-c2csc(N=C(N)N)n2)cc1	0%	-11%	8%	-9	0	-8%	0%	-1%

One compound at a time, as listed above. Screens in order: FUS suppressor, Abeta rescue, TDP43 rescue, D3 ag, D3 antag, EPAC2 ag, aSyn yeast inh, EPAC2 antagonist
Record of CCN1C(=NCCCOC(C)C)N[C@@H](c2ccccc2)[C@H](C(=O)OC)[C@H]1C : -8%, -3%, -10%, -12, 7, 13%, 0%, -1%
Record of CC(O)Cn1nc([N+](=O)[O-])nc1N (stereo unspecified) : 6%, 9%, 0%, -3, 28, -10%, 0%, 1%
Record of CCN(Cc1ccncc1)C(=O)CCc1nnc(CCc2ccccc2OC)o1 : -20%, -3%, -12%, 1, -8, 11%, -3%, 8%[57.1 µM]

The list goes on:
SMILES	FUS suppressor	Abeta rescue	TDP43 rescue	D3 ag	D3 antag	EPAC2 ag	aSyn yeast inh	EPAC2 antagonist
CCOC1=C2CN(S(=O)(=O)c3ccc(C)cc3)[C@@H](c3ccc(CC)cc3)C[C@H]2[C@H]2C(=O)N(c3ccccc3)C(=O)[C@H]2C1	?	-15%	6%	-14	-15	-2%	2%	7%
COc1ccc(C)cc1NC(=O)CSc1ccc(-c2ccccn2)nn1	13%&-11%	-63%&-43%[inhibitor]	-54%[inhibitor]	-3&6	13	11%	-1%	-5%
CCOC(=O)/C=C1\SCC(=O)N1CC(=O)NCc1cccc(Cl)c1	13%	-7%	-16%	8	26	2%	3%	18%
Cc1nnc(SCC(=O)N(CC(C)C)c2c(N)n(Cc3ccccc3)c(=O)[nH]c2=O)n1N	12%	-2%	14%	5	2	-2%	-3%	1%
Cn1c(CNC(=O)c2ccc(F)cc2)nc2ccccc21	-14%	-7%	20%	-3	14	8%	-2%	-5%
